# Pin1 inhibitor: qHTS Assay to Find Inhibitors of Pin1 | Peptidyl-prolyl cis-trans isomerase NIMA-interacting 1 (Homo sapiens), Q13526 | Pin1 FP peptide displacement, HiFluor488, 10 min | Potency, µM (highest dose often 115 µM), inactives show at the highest dose activity, negative = inhibition, usual class: inhibitors | 390,000 tested, 0.009% active | AID 504891, 2011; active = well fitted inhibition curve with a large enough effect in the polarisation, with a control signal flat, not every such curve was filed as active; inconclusive = small, poorly fitted or top-dose-only effect, or effect the other way, or a change in a side signal; inactive = no such curve, though single readings can be large or run the other way; the % refers to the polarisation; note: % is set by controls: 0 for no effect and ±100 for the full control effect
# Target sequence (Q13526 whole entry, looked up): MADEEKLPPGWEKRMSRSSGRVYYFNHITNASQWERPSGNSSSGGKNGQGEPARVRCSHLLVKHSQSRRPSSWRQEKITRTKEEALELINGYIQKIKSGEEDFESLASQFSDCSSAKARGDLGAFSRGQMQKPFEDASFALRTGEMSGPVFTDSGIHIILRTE
# HP1b binding inh: HTS for Inhibitors of HP1-beta Chromodomain Interactions with Methylated Histone Tails; Chromobox protein homolog 1 (Homo sapiens), P83916; AlphaScreen HP1-beta / biotin-H3K9me3 peptide binding; Potency, µM (top dose mostly 114 µM), inactives show top-dose activity change, negative = inhibition, usual class: inhibitors; 390,000 tested, 0.56% active; note: nearly all actives have a fitted effect of over 70% in size; inactives centre near 23
# Target sequence (P83916 whole entry, looked up): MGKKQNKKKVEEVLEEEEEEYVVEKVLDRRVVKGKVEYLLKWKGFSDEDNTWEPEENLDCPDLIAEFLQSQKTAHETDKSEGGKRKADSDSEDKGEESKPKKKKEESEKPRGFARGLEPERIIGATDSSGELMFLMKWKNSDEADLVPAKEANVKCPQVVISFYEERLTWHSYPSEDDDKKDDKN
#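 Compound inhibition of the preformed complex between 50 nM HP1-beta and 50 nM biotinylated H3K9me3 peptide was read by AlphaScreen. Buffer was PBS pH 7.4 with 0.01% Tween-20. Incubations ran 30 min at room temperature, with 10 ug/mL donor/acceptor beads.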
# rTrxR1 inhibitor: qHTS Assay for Inhibitors of Mammalian Selenoprotein Thioredoxin Reductase 1 (TrxR1): qHTS; recombinant rTrxR1, NADPH fluorescence consumption, selenite substrate; Potency, µM (doses to about 114 µM), without a hit: at the highest dose activity change, negative = inhibition, hits mostly inhibitors; 390,000 tested, 1% active; AID 588453, 2011; note: % is set by controls: 0 for no effect and ±100 for the full control effect; nearly all actives have a fitted effect of over 65% in size
#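 Rat TrxR1 (90 nM in the dispensed reagent) was pre-reduced with 400 uM NADPH for 5 min at room temperature, then incubated with compound for 15 min. After 400 uM selenite was added, NADPH fluorescence (Ex 340/Em 450 nm) was followed for 8 min.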
# PGK inhibitor: qHTS Assay to Find Inhibitors of Phosphoglycerate Kinase | Phosphoglycerate kinase, glycosomal (Trypanosoma brucei brucei), P07378 | PGK/GAPDH coupled, Kinase-Glo luminescence, 60 min | Potency, µM (highest dose often 57.5 µM), without a hit: top-dose activity change, negative = inhibition, actives largely listed as inhibitors | 380,000 tested, 0.043% active | AID 602233, 2012; note: % is set by controls: 0 for no effect and ±100 for the full control effect; nearly all actives have a fitted effect of over 60% in size
#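 Recombinant glycosomal PGK reaction used 1,3-bisphosphoglycerate generated in-well by GAPDH (100nM final) in 100mM TEA pH 7.6, 5mM MgCl2, 0.01% Tween-20. After 60 minutes at room temperature, ATP was read by Kinase-Glo Plus luminescence end-point.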
# GLS inhibitor: qHTS for Inhibitors of Glutaminase (GLS); AID 624170, 2012; Potency, µM (highest dose often 45.5 µM), for inactives: at the highest dose activity change, negative = inhibition, hits mostly inhibitors; 410,000 tested, 0.21% active; GLS enzymatic activity, qHTS titration; note: % is set by controls: 0 for no effect and ±100 for the full control effect
#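 Glutamate formation by hKGA was monitored fluorometrically using coupled glutamate oxidase, HRP and Amplex Red. Substrate was added as 1 mM L-glutamine solution; incubation was 30 min at RT after an initial read.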
# ALOX12 inh: Primary qHTS assay for inhibitors of human arachidonate 12S-lipoxygenase (ALOX12): Round 2; AID 1671190, 2021; purified 12hLO, xylenol orange hydroperoxide absorbance; Polyunsaturated fatty acid lipoxygenase ALOX12 (Homo sapiens), P18054; 580,000 tested, 1.1% active; Potency, µM (top dose mostly 108 µM), for the others: at the top dose activity change, negative = inhibition, hits mostly inhibitors; note: % is set by controls: 0 for no effect and ±100 for the full control effect
#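 Hydroperoxide product was detected by ferrous iron/xylenol orange as the 573 to 405 nm absorbance ratio. Arachidonic acid at 40 uM (final) was turned over for 30 min at room temperature by 150 nM human 12hLO, pH 7.0 Hepes buffer, after 15 min compound preincubation.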
# RGS4 inh: Inhibitors of Regulator of G Protein Signaling (RGS) 4: qHTS | Regulator of G-protein signaling 4 (Homo sapiens), P49798 | Transcreener GDP fluorescence polarization, RGS4-accelerated GTP hydrolysis | Potency, µM (series often up to 114 µM), without a hit: at the top dose activity change, negative = inhibition, most hits filed as inhibitors | 390,000 tested, 0.039% active | AID 504845, 2011; note: % is set by controls: 0 for no effect and ±100 for the full control effect; nearly all actives have a fitted effect of over 75% in size; some results filed as inactive show a strong effect at the top dose
# Target sequence (P49798 whole entry, looked up): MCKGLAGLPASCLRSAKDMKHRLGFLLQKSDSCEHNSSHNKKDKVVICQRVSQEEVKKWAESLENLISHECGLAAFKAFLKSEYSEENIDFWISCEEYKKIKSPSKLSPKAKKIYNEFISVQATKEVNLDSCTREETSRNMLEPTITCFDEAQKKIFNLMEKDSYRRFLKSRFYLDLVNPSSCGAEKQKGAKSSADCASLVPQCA
#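 MLSMR compounds (23 nl, pin-transferred) preincubated 10 min at room temperature with a 500nM (2x) first reagent, then RGS4 at 900nM (2x) plus Transcreener GDP mix added; fluorescence polarization (620/688 nm) read before and after 90 min at 30 °C.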
# JMJD2A Tudor inh: qHTS Assay for Inhibitors of JMJD2A-Tudor Domain. AlphaScreen JMJD2A-Tudor / H3K4me3 peptide binding. Potency, µM (top dose mostly 114 µM), for the others: top-dose activity change, negative = inhibition, most hits filed as inhibitors. 390,000 tested, 4.4% active; note: % is set by controls: 0 for no effect and ±100 for the full control effect; nearly all actives have a fitted effect of over 50% in size
# ERG-DNA inh: qHTS for Small Molecule Inhibitors of the ERG Ets/DNA interaction. 370,000 tested, 0.028% active. Potency, µM (top dose mostly 76.9 µM), without a hit: top-dose FP activity, negative = inhibition, most hits filed as inhibitors. AID 624246, 2012. Transcriptional regulator ERG (Homo sapiens), P11308. fluorescence polarization, His-ERG Ets domain / labelled DNA; active = well fitted inhibition curve with a large enough effect in the polarisation, with a control signal flat; inconclusive = small, poorly fitted or top-dose-only effect, or effect the other way, or a change in a side signal; inactive = no such curve, though single readings can be large or run the other way; the % refers to the polarisation;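 note: polarization taken with two DNA probes labelled with fluorescein and Texas red; % of control where 0% means no effect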
# Target sequence (P11308 whole entry, looked up, the tested form may be a part): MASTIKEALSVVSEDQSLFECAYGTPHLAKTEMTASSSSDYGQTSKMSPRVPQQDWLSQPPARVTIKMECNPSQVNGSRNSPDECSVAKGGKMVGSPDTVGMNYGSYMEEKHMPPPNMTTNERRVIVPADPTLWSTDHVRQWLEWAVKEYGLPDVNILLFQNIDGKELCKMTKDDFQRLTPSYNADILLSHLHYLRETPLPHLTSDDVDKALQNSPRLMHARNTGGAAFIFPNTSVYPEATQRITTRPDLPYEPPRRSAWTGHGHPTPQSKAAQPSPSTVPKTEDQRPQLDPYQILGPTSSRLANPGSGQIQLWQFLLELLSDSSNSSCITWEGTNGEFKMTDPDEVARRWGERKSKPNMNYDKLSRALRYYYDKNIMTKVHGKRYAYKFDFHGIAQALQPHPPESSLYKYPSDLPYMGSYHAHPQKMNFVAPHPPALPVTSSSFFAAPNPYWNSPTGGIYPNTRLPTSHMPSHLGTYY
#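 His-tagged ERG Ets domain (1 uM in the protein solution; 300mM KCl, 50mM Tris-HCl, 1mM EDTA, 1mM DTT, pH 7.5) received compound, then a probe mix of 5 nM fluorescein-DNA and 100nM Texas-615-DNA. Fluorescence polarization was read for both dyes.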
# * hit, by the source's call; i = inactive; ? = inconclusive; nt = not tested or not shown; & = joins results of further samples; [ ] = dose if it differs, or a comment. Unless noted, calls come from the whole dose curve; as a rule, active = well fitted curve in the direction sought with a large enough effect; inconclusive = small, poorly fitted or top-dose-only effect, or another doubt; inactive = no such curve, though single readings can be large; an effect the other way counts as inactive or inconclusive. Potency is the fitted concentration of half-maximal effect. Some of the compounds tested; the hit share may differ from the screen's.
Pin1 inhibitor	HP1b binding inh	rTrxR1 inhibitor	PGK inhibitor	GLS inhibitor	ALOX12 inh	RGS4 inh	JMJD2A Tudor inh	ERG-DNA inh	Molecule
31%[activator]	30%	8%	i	-3%	-18%	-15%	?	4%	COC(=O)c1ccc(NC(=O)CC(=O)Nc2ccc(C(=O)OC)cc2)cc1
8%	22%	30%	-1%	-7%	-8%&19%	-10%	-8%	9%	Cc1cc(=O)oc2cc(OCC(=O)NC3CCCCC3)c(Cl)cc12
2%	10%	9%[57.1 µM]	i	-3%	nt	4%	-11%	6%	CN1C(=O)C(C)(C)c2cc(S(=O)(=O)NCC(=O)NCc3ccccc3)ccc21
-2%	5%	23%[57.1 µM]	-9%	6%	-15%	-5%	1%	1%	N/C(=N\S(=O)(=O)c1cccs1)c1ccccc1
0%	18%	17%[57.1 µM]	i	-10%	-4%	16%	-9%	2%	CCOc1ccc(CC(=O)NC2CC(=O)N(c3ccc4c(c3)OCCO4)C2)cc1 (stereo unspecified)
?	43%[activator]	-33%	nt	-6%	3%	-45%	-6%	1%	O=c1oc2ccccc2cc1-c1csc(NN=C2CCCCC2)n1
11%	26%	-4%[57.1 µM]	5%	0%	9%	1%	2%	-2%	Cc1noc(C)c1S(=O)(=O)N1CCCC1C(=O)O (stereo unspecified)
1%	2%	15%	-2%	2%	-18%	15%	-19%	1%	CC(C)Cn1cnc2c1c(=O)n(CC(=O)NC(=O)NC(C)(C)C)c(=O)n2Cc1ccccc1
-9%	28%	-11%	-1%	1%	?	-1%	-15%	-9%	CCOC(=O)c1[nH]c(C)c(CN(CCc2ccc(OC)c(OC)c2)C(=O)CCCC(=O)O)c1C
-8%	-13%	11%[57.1 µM]	-9%	-3%	13%	-18%	-34%	-8%	COc1cc(NC(=O)c2cc([N+](=O)[O-])ccc2NC(=O)CNC2CCCCC2C)cc(OC)c1 (stereo unspecified)
-2%	6%	5%[57.1 µM]	-6%	4%	1%	-17%	40µM*	6%	COCCn1c(SCc2cc(=O)n3ccsc3n2)nnc1-c1ccncc1
2%	13%	1%	-1%	-3%	-16%	3%	-10%	-12%	Cc1ccc(NC(=O)Cn2c(=O)n(CC(=O)NCCc3ccccc3)c(=O)c3ccccc32)cc1
6%	7%	5%[57.1 µM]	-4%	8%	-5%	12%	-19%	-2%	Cn1cccc1CC(=O)N/N=C\c1ccccc1
-1%	42%[activator]	7%	-11%	-7%	255%[activator]	-2%	2%	-3%	CC(C)(C)c1ccc(C(=O)N2CCCC2)s1
-10%	?	27%	nt	1%	14%	-15%	?	nt	O=C(COc1ccccc1Cl)N1CCN(c2ccc([N+](=O)[O-])c(N3CCCCC3)c2)CC1
3%	-24%[57 µM]	4%	6%	3%	?	-7%	40µM*	0%	CCN(CC)S(=O)(=O)c1ccc(N2CCOCC2)c(NC(=O)CNCCc2ccccc2)c1
5%	28%	-12%[57.1 µM]	-6%	7%	-27%	-3%	-15%	2%	O=C(Nc1ccc(-n2nncc2-c2ccccc2)cc1)c1cccc(F)c1
2%	47%[activator]	-9%	-2%	3%	0%	7%	-5%	-3%	Cc1cccn2c(CN3CCSCC3)c(C(=O)N3CCOCC3)nc12
-7%	21%	4%[57.1 µM]	-6%	0%	1%	-6%	-23%	9%	Cc1ccc(N(C(=O)c2ccco2)C(C(=O)NC2CCCC2)c2cccnc2)cc1C (stereo unspecified)
-4%	40%[activator]	20%	0%	0%	4%	-20%	-15%	-1%	Cc1ccc(C)c(S(=O)(=O)/N=C(/Nc2ccccc2)c2ccccc2)c1
-11%	?	21%	-9%	0%	?	-16%	-100%	-6%	Cc1cc(OCCN2CCOCC2)ccc1Cl
-2%	62%[activator]	2%[57.1 µM]	-13%	18%	-8%	-5%	1%	1%	Cc1ccc(N/C=C/C(=O)c2cccs2)cc1C
-1%	36%	13%[57.1 µM]	0%	-13%	1%	3%	2%	1%	Cc1ccc(-n2nnnc2SCC(=O)Nc2ncc(Cc3ccccc3Cl)s2)cc1
-3%	31%	-11%	-5%	3%	-20%	-21%	-21%	2%	O=C(Nc1nc2ccccc2s1)C1c2ccccc2Oc2ccccc21
7%	48%[activator]	4%	-10%	1%	4%&0%	1%	-4%	0%	CC1=C(C#N)C(NC(=O)C2CCCCC2)(C(F)(F)F)C(=O)N1 (stereo unspecified)
-2%	38%	19%	-3%	5%	1%	-4%	-5%	-2%	CC(=O)c1cccc(NC(=O)C2=CC(c3ccc(F)cc3)=NS(=O)(=O)N2C)c1
?	44%[activator]	21%	-4%	-7%	22%	-14%	15%	13%	Cc1cc(NC(=O)COC(=O)c2ccccc2[N+](=O)[O-])no1
?	?	6%	-7%	1%	?	-37%	3.5µM*	nt	O=C(CNCc1ccc(Cl)cc1)Nc1cc(S(=O)(=O)N2CCCC2)ccc1Cl
-3%	19%[57 µM]	16%	i	-1%	9%	-7%	-13%	4%	O=C(CS(=O)(=O)c1ccc(Cl)cc1)NCc1ccccc1
?	?	8%	-16%	-1%	-6%	7%	?	-9%	O=C(CCn1cccc1)NCc1ccc2c(c1)OCO2
1%	-7%	28%[57.1 µM]	-1%	-2%	-3%	-11%	-18%	0%	O=C(c1c[nH]c2ccccc2c1=O)N1CCCCCC1
-6%	-11%	20%	-6%	-2%	?	29%	-18%	11%	O=C(NCCNC(=O)c1ccc(F)cc1)c1ccc(F)cc1
-8%	56%[activator]	25%	0%	-8%	i	-18%	-6%	2%	CC1CCC(NC(=O)CNC(=O)c2cccs2)CC1 (stereo unspecified)
-2%	34%	12%[57.1 µM]	-7%	14%	6%[57.4 µM]	17%	-24%	-5%	COc1ccc(C(=O)NCC(c2cccnc2)N2CCN(c3ccccc3OC)CC2)cc1OC (stereo unspecified)
-1%	32%	31%	-2%	3%	-8%	-4%	-5%	7%	Cn1c(SCc2ccccc2F)nnc1-c1ccccn1
-1%	35%	23%[57.1 µM]	-2%	-4%	222%[activator]	-33%	3%	0%	CCCCCCCCNC1=CC(=O)CC(C)(C)C1
35%[activator]	36%	-10%	6%	5%	-19%	?	2%	-5%	COc1ccc(C(=O)Nc2ccc3nc(SCC(=O)N4CCc5ccccc54)sc3c2)cc1
4%	21%	16%	nt	0%	5%	8%	-10%	-23%	CS(=O)(=O)N(CC(=O)N1CCN(c2ccccc2F)CC1)C1CCCCC1
1%	14%	44%	-14%	19%	-1%	10%	1%	26%	CS(=O)(=O)Nc1ccccc1C(=O)Nc1cc2c(cc1C(=O)O)OCCCO2
16%	-6%	0%[57.1 µM]	8%	-11%	?	15%	-3%	11%	CC(C)c1ccc(-c2csc3ncnc(N4CCN(C)CC4)c23)cc1
-16%	32%	20%	-9%	1%	24%	15%	8%	3%	CN(Cc1ccccn1)C(=O)C1CCC(=O)N(Cc2cccc(F)c2)C1 (stereo unspecified)
-14%	0%	22%[57.1 µM]	i	20%	?	17%	-29%	-7%	O=C(CN1CCN(c2ccc(F)cc2)CC1)OCc1ccccc1
-5%	19%	27%[57.1 µM]	-10%	0%	-3%	7%	-15%	16%	CN(C(=O)c1ccc(NC(=O)Cc2ccc(NC(=O)C3CCCN(C(=O)C4CCC4)C3)cc2)cc1)C1CC1 (stereo unspecified)
5%	23%	-1%	-2%	5%	?	-7%	-35%	3%	CN1/C(=C\C(=O)Nc2ccc(Br)cc2)C(C)(C)c2ccccc21
12%	0%	2%[57.1 µM]	i	-21%	?	-26%	-32%	-9%	CCOC(=O)N1CCC(=NNc2ccnc3cc(Cl)ccc23)CC1
0%	-10%	9%[57.1 µM]	4%	-2%	2%	24%	-28%	4%	O=C(c1ccco1)N1CCN(c2cc(N3CCOCC3)c(F)cc2[N+](=O)[O-])CC1
0%	32%	-20%	4%	16%	-1%&-8%	7%	-15%	10%	COc1ccc(C)cc1-n1c(SCC(=O)Nc2cccc(C(=O)O)c2)nc2ccccc2c1=O
13%	11%	6%[57.1 µM]	-6%	3%	93%[activator]	-46%	-13%	3%	CCC1CC2CC(NC(C)=O)C1C2 (stereo unspecified)
-2%	64%[activator]	11%[57.1 µM]	3%	0%	9%	-18%	-16%	5%	CCN(CC)C(=O)Cn1cc(C(=O)C(=O)N2CCc3ccccc32)c2ccccc21
-5%	70%	-3%	3%	5%	0%	7%	33%	1%	FC(F)(F)c1cc(-c2cccs2)nc2cc(-c3ccccc3)nn12

# Of the compounds above, 2 have an NH in an aromatic ring.
Pin1 inhibitor	HP1b binding inh	rTrxR1 inhibitor	PGK inhibitor	GLS inhibitor	ALOX12 inh	RGS4 inh	JMJD2A Tudor inh	ERG-DNA inh	Molecule
-9%	28%	-11%	-1%	1%	?	-1%	-15%	-9%	CCOC(=O)c1[nH]c(C)c(CN(CCc2ccc(OC)c(OC)c2)C(=O)CCCC(=O)O)c1C
1%	-7%	28%[57.1 µM]	-1%	-2%	-3%	-11%	-18%	0%	O=C(c1c[nH]c2ccccc2c1=O)N1CCCCCC1
